Y pestis TopoI: inhibitors of Yersinia pestis topoisomerase I; Y. pestis Topo-I cleavage product accumulation, plate reader; activity, % at 10 µM; actives 0.064% (n = 360,000); AID 504884; in the data active = activity above about 50%, passing the limit was not always enough; inconclusive = no clear call, values can overlap the other calls; also: inactives centre near 2
GDH-TPI inh: inhibits GDH-TPI coupling enzymes, artifact for Mtb FBA screen | GDH-TPI coupled enzyme counterscreen, NADH absorbance | actives 1.2% (n = 360,000) | inhibition, % at 4.8 µM; in the data active = inhibition above about 30%;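 also: 0% = DMSO wells and 100% = wells lacking the enzyme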
FadD28 binding: blocks FadD28 binding to the bisubstrate probe; fluorescence polarization; inhibition, % at 12.5 µM; actives 0.22% (n = 360,000); in the data active = inhibition above about 8.5%, passing the limit was not always enough; inconclusive = no clear call, values can overlap the other calls
Mtb UGM inh: blocks M. tuberculosis UGM enzyme | purified UGM, fluorescence polarization probe displacement | inhibition, % at 10 µM | actives 0.06% (n = 320,000) | AID 504406; in the data active = inhibition above about 10%, passing the limit was not always enough; inconclusive = no clear call, values can overlap the other calls
Mtb BioA inh: blocks M. tuberculosis BioA enzyme activity | purified M. tuberculosis BioA enzyme, plate reader | inhibition, % at 9.99 µM | actives 0.096% (n = 360,000) | AID 602481; in the data active = inhibition above about 40%; inconclusive = no clear call, values can overlap the other calls
BH1578 lux ind: quorum light induction in luxS cqsA deficient V. cholerae. V. cholerae BH1578 lux reporter, luminescence, 6 h. activation, % at 18.7 µM. actives 0.16% (n = 350,000). AID 588436; in the data active = activation mostly above about 9.7%, no sharp cut-off; inconclusive = no clear call, values can overlap the other calls; inactive = mostly below about 3.7%; also: not every result past the cut was called active; inactives centre near 0; reference of the scale not given here
TcdB GH inh: TcdB glycohydrolase inhibition; TcdB glycohydrolase enzymatic assay, plate reader; inhibition, % at 9.99 µM; AID 652162; P18177; actives 0.24% (n = 350,000); in the data active = inhibition above about 10%
Mtb FBA inh: inhibitors of M. tuberculosis fructose-bisphosphate aldolase. P9WQA3. actives 2.3% (n = 360,000). purified M. tuberculosis FBA, fluorescence read-out. inhibition, % at 1 µM; in the data active = inhibition above about 27%;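 also: 0% = vehicle and 100% = reference inhibitor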
PfHsp40 rescue: restores yeast growth despite PfHsp40 toxicity | AID 504582 | growth rescue, % at 12.5 µM | S. cerevisiae expressing PfHsp40, growth rescue, ATP luminescence | actives 0.68% (n = 340,000); in the data active = growth rescue above about 28%, passing the limit was not always enough; inconclusive = no clear call, values can overlap the other calls;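 also: yeast W303a lacking pdr1 and pdr3 grown in galactose medium; growth measured after three days at 30 °C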
* = called active by the depositor; i = inactive; ? = inconclusive; . = no result given.

SMILES	Y pestis TopoI	GDH-TPI inh	FadD28 binding	Mtb UGM inh	Mtb BioA inh	BH1578 lux ind	TcdB GH inh	Mtb FBA inh	PfHsp40 rescue
CN(c1ccc(OCCOc2ccccc2Cl)cc1)S(=O)(=O)c1ccccc1	25	11	-2.9	1.0	-0.4	i	0.8	2	0.5
COC(=O)Cn1c2ccc(Cl)cc2c2nc(C)sc21	-6	2	-0.2	-2.2	.	0.6	1.5	1	0.6
CC(O)(c1ccc(F)c(F)c1)c1nc(-c2csc3ccccc23)cs1 (configuration not stated)	-17	21	1.1	.	-1.2	-0.3	-1.3	0	.
Cc1ccc(C(=O)N2CCn3c(C)ccc3C2C)cc1 (configuration not stated)	22	0	0.9	0.8	.	-0.2	4.0	-3	0.4
Cc1ccccc1CC(=O)Nc1sc(C(C)C)cc1C(=O)N1CCOCC1	17	2	-1.7	-1.5	2.7	7.1	0.4	-3	-0.2
Cc1sc2ncnc(N)c2c1C	6	2	0.0	-3.5	-1.0	-0.4	0.4	-1	0.2
COC1CC(C)C(OC)c2cc(O)cc(c2O)NC(=O)C(C)=CC=CC(C)C(OC(N)=O)C(C)=CC(C)C1OC (configuration not stated)	7	7	-1.3	.	.	i	-6.7	5	0.3
c1ccc2c(c1)OCc1cn[nH]c1-2	4	10	-0.5	2.3	0.2	-8.5	-1.2	5	-0.5
CCc1ccc(CCC(=O)Nc2ccc(C)c(C)c2)o1	9	11	-1.1	-1.5	2.6	-1.0	.	1	0.6
O=C(Nc1ccc(Oc2ccc(Cl)cc2)c(Cl)c1)c1cc(I)cc(I)c1O	-17	3	1.5	3.8	-1.7	0.5	0.3	0	-1.4
COc1ccccc1NC(=O)NCc1ccco1	-11	-7	-2.4	1.3	.	i	1.0	2	1.7
COc1ccc(N2CCN(C(=O)NCc3ccc(C)cc3)CC2)cc1	2	2	1.9	0.6	-0.6	-6.2	1.1	0	-0.9
CC(C)CC1(C(=O)NCCN2CCOCC2)C=CCN1C(=O)c1ccccc1 (configuration not stated)	3	9	0.8	-0.9	-0.4	-0.7	-0.1	0	-1.8
O=C1NC(=O)C(=Cc2ccccc2OCCOc2ccc([N+](=O)[O-])cc2)C(=O)N1	-3	15	0.6	.	.	-0.4	.	-2	45*
Cc1oc(-c2cc(F)cc(F)c2)nc1CN1CCN(C(=O)c2ccco2)CC1	6	2	0.0	-1.1	0.5	-0.4	1.0	0	0.0
COc1ccccc1-n1c(=O)[nH]c2c(C(N)=O)nc(CC(C)C)nc21	3	3	-1.4	1.2	0.1	-0.4	-1.3	16	0.0
COc1ccc(/C=C/C(=O)OCC(=O)c2ccc3c(c2)NC(=O)CO3)cc1	6	8	-1.6	1.5	-1.2	-0.3	0.5	0	4.0
Cc1ccc(NC(=O)CN2C(=O)NC3(CCCCCC3)C2=O)cc1Cl	-11	11	-1.0	-1.5	-8.5	0.7	-6.6	8	-0.9
COc1ccc(NC(=O)c2ccc3c(=O)n4c(nc3c2)CCCCC4)cc1	6	8	-1.9	-2.0	1.1	-0.2	1.2	3	1.7
COc1ccc(CN2CC[C@@H]3CN(C(C)=O)[C@H](c4ccccc4Br)C[C@@H]32)cc1	.	.	-1.5	.	-6.3	.	0.3	0	.
C/C(N)=C(/C#N)C(=O)COc1ccc(Cl)cc1Cl	4	0	-2.6	0.7	.	-1.3	-0.3	0	-1.1
COc1ccc(CCC(=O)N(C)CC(=O)Nc2cc(C)ccc2C)cc1	2	-2	-0.2	-4.1	.	-0.3	-0.8	-1	-1.6
CN(CC(=O)Nc1ccc(F)cc1)C(=O)C1CCCC1	2	8	1.5	1.7	-1.2	i	0.1	17	-1.1
CCN(Cc1ccncc1)C(=O)c1cc(COc2ccc(C)c(C)c2)on1	17	-8	-3.7	-1.6	0.9	-0.4	0.7	-1	-0.1
COc1ccc(-c2[nH]c(-c3cccc(OC)c3)nc2SCC(=O)NC2CCCC2)cc1	-5	9	-0.4	-6.1	-2.0	-2.1	1.4	40*	1.7
CCOc1ccc(N(CC(=O)Nc2ccc(C)cc2)S(=O)(=O)c2c(C)noc2C)cc1	-1	13	0.2	1.6	1.1	-0.2	-13	2	0.2
O=C(Nc1sc2c(c1C(=O)O)CCC2)c1cccs1	-2	19	2.6	0.6	.	-0.6	.	0	-1.0
CCOC(=O)COc1ccc2ccccc2c1/C=C/[N+](=O)[O-]	-3	10	-1.2	-0.9	.	-0.3	0.5	-1	-2.0
CCOc1cc(C(=O)Nc2ccccc2N2CCOCC2)ccc1OCC(=O)N1CCCCC1	21	1	-3.1	0.5	.	-0.2	1.2	-2	0.3
CCOC(=O)c1c(NC(=O)Cn2cc([N+](=O)[O-])cn2)sc2c1CCC2	-3	-6	-0.4	1.6	.	-1.5	.	2	-1.6
CCn1c(SCC(=O)NCCc2ccccc2)nc2c(c1=O)SC(C)C2 (configuration not stated)	-10	10	-4.1	3.2	25	i	0.6	-2	-1.4
CCOc1ccccc1CNC(=O)c1ccc(Sc2ccc(Cl)cc2)c(NC(C)=O)c1	12	-5	-3.9	0.6	0.7	1.8	0.0	-2	1.3
CC(C)N(CCCNC(=O)Cn1c(=O)c2cccn2c2ccc(F)cc21)Cc1ccccc1	3	13	-0.8	1.1	-0.9	-0.2	0.2	1	0.4
Cc1ccccc1N1C(=O)NC(=O)/C(=C/c2ccc(N3CCOCC3)o2)C1=O	3	5	-1.8	-4.5	-11	i	0.9	-20	-1.7
O=C(CSc1ncnc2ccccc12)Nc1cccc(S(=O)(=O)N2CCCC2)c1	2	-1	-1.4	-2.8	-1.0	-0.5	0.5	-5	0.0
COc1ccc(Nc2nnc(-c3ccc(C(N)=O)cc3)c3ccccc23)cc1	-8	18	-1.5	0.0	29	-0.5	0.4	1	-0.7
O=C(O)/C=C1\NC(=O)c2ccccc21	-4	-2	-3.7	1.0	-0.7	0.7	.	-2	1.4
Clc1ccc(CN2CCN(c3ncnc4scc(-c5cccs5)c34)CC2)cc1	6	4	-2.5	0.2	-2.8	.	.	2	2.3
CC1(C)CC(=O)C2=C(C1)Nc1ccccc1NC2c1ccc2c(c1)OCO2 (configuration not stated)	2	41*	0.5	2.8	.	-0.4	.	0	0.3
CC(C)(C)n1nc2c(c1NC(=O)COc1ccc(F)cc1)CS(=O)(=O)C2	-4	0	-1.0	-0.7	-0.9	0.0	-2.4	3	0.3

Overlap with the part before: five compounds, then new ones.
SMILES	Y pestis TopoI	GDH-TPI inh	FadD28 binding	Mtb UGM inh	Mtb BioA inh	BH1578 lux ind	TcdB GH inh	Mtb FBA inh	PfHsp40 rescue
COc1ccc(Nc2nnc(-c3ccc(C(N)=O)cc3)c3ccccc23)cc1	-8	18	-1.5	0.0	29	-0.5	0.4	1	-0.7
O=C(O)/C=C1\NC(=O)c2ccccc21	-4	-2	-3.7	1.0	-0.7	0.7	.	-2	1.4
Clc1ccc(CN2CCN(c3ncnc4scc(-c5cccs5)c34)CC2)cc1	6	4	-2.5	0.2	-2.8	.	.	2	2.3
CC1(C)CC(=O)C2=C(C1)Nc1ccccc1NC2c1ccc2c(c1)OCO2 (configuration not stated)	2	41*	0.5	2.8	.	-0.4	.	0	0.3
CC(C)(C)n1nc2c(c1NC(=O)COc1ccc(F)cc1)CS(=O)(=O)C2	-4	0	-1.0	-0.7	-0.9	0.0	-2.4	3	0.3
CCOC(=O)c1cc(-c2ccc(F)cc2)n(CC(=O)Nc2nccs2)c1C	6	9	-2.3	.	3.4	-0.2	-3.7	1	-0.8
C=CCn1c(SCc2ccccc2)nnc1-c1cccnc1	-3	5	-0.6	0.8	.	-0.2	.	-1	0.6
Cc1ccc(S(=O)(=O)c2nc(-c3ccccc3)oc2NCCCN2CCOCC2)cc1	13	7	-1.4	.	-1.0	2.3	0.6	-3	-1.7
Oc1ccc(Cl)cc1CNn1cnnc1	13	-6	0.3	1.0	.	-1.4	1.0	1	-2.2
NC(=NCCc1c[nH]c2ccccc12)NC(=O)c1ccc(F)cc1	-12	-5	-5.7	3.2	2.8	-0.5	1.2	-5	-2.4
COc1ccc(C)cc1-n1ccn(CC(=O)Nc2ccc(Br)cc2F)c(=O)c1=O	10	19	-1.7	0.2	-0.9	i	3.7	-3	3.1
CN(CC#CCN1CCCC1)C(=O)c1cccc(Cl)c1	9	4	0.6	3.4	-2.8	i	0.6	-3	-1.2
COc1cccc(OCC(O)CN2CCN(c3ccc(Cl)cc3)CC2)c1 (configuration not stated)	23	-3	2.3	3.4	-0.6	-0.1	2.6	2	-1.5
CN(CC(=O)Nc1ccc(Cl)cc1)CC(=O)Nc1ccc(F)c(F)c1F	2	7	0.1	3.8	.	2.1	.	2	-0.5
CCC(=O)c1ccc(OCC(=O)NC2CCN(Cc3ccccc3)CC2)cc1	6	0	-2.2	-1.2	-1.4	i	-9.6	1	-0.4
Cc1cccc(CSC2=NN3CCCC(=O)N=C3S2)c1	12	-5	-1.0	1.8	1.0	i	1.9	0	2.0
CC(=O)NC1(C(F)(F)F)C(=O)Nc2c1c(=O)[nH]c(=O)n2CC(C)C (configuration not stated)	1	8	-4.7	1.3	-0.2	-0.3	.	-1	1.7
CCOC(=O)N1CCN(C(=O)CN2C(=O)NC(C)(c3ccc4ccccc4c3)C2=O)CC1 (configuration not stated)	2	-3	-1.4	1.4	0.3	3.3	0.0	0	-0.7
COC(=O)Cn1c(CN2CCN(C(=O)c3ccco3)CC2)nc2c1c(=O)n(C)c(=O)n2C	-2	11	-1.0	-0.7	-1.4	-0.4	1.1	0	-1.1
CCCC1=NN(c2ccc([N+](=O)[O-])cc2)C(=O)/C1=C/N(C)C	-2	5	-0.4	0.3	.	-0.4	0.8	2	-0.9
COC(=O)C1=C(c2ccc(C(C)=O)cc2)C[C@@H]2CC[C@H]1N2C(=O)N1CCC(O)CC1	10	0	1.7	-2.6	2.7	-0.4	8.1	2	-1.0
N#Cc1cccc(NC(=O)COC(=O)c2cc(S(=O)(=O)Nc3ccccc3Cl)ccc2O)c1	-7	6	-3.0	0.2	.	-8.4	0.5	12	-0.8
N#Cc1ccc(C(=O)CSc2n[nH]c(=O)n2Cc2ccco2)cc1	-4	-3	-1.7	-4.2	.	-0.4	1.5	0	0.3
Nc1ccc(CNC(=O)OCC2c3ccccc3-c3ccccc32)cc1	11	-5	-5.6	-2.7	-0.6	-5.3	0.8	-2	?
Cc1ccc(NC(=O)CCn2cccc2)cc1Cl	-1	5	-2.1	1.1	1.8	i	.	1	1.2
C=C(C)CSc1nnc(-c2ccc(OC)cc2)n1N	4	0	-1.7	0.1	1.0	-0.2	.	-1	0.6
NNC(=O)Cn1nc2n(c1=O)-c1ccccc1SC2	11	-4	-0.9	-3.7	.	i	1.2	-1	0.0
CCN(CC)c1ccc(NC(=O)CCS(=O)(=O)c2ccc(Br)cc2)c(C)c1	29	4	0.5	1.9	-2.5	i	-6.4	0	-0.7
CCCNC(=O)/C(=C/c1cn(S(=O)(=O)N(C)C)c2ccccc12)NC(=O)c1ccc(OC)cc1	5	7	-4.2	-1.1	.	-0.3	1.7	0	0.0
CC(Nc1cccc(C(=O)NC2CC2)c1)c1nnc(-c2ccccc2)o1 (configuration not stated)	2	-8	-4.9	-3.3	1.5	-1.1	2.2	-1	1.0
c1ccc2c(N3CCOCC3)nc(N3CCOCC3)nc2c1	7	14	0.5	2.3	0.8	i	.	110*	-2.6
CC(CCc1ccccc1)NS(=O)(=O)c1ccccc1 (configuration not stated)	6	-13	-2.8	0.6	-1.2	-7.1	.	2	0.0
CC(Nc1cccnc1)=C(C#N)C#N	-1	-2	-1.7	-3.2	.	-0.2	0.6	-2	-1.1
CN(Cc1ccc(Cl)s1)C(=O)CCl	0	-9	-4.4	0.2	.	1.1	-0.8	-4	8.3
Cc1cc(=O)oc2cc(OCC(=O)Nc3nnc(C(C)C)s3)ccc12	0	21	-0.8	-1.4	-3.6	i	.	22	1.6
CCOc1ccc(S(=O)(=O)NCCC(=O)N2CCN(Cc3ccccc3)CC2)cc1	14	3	-1.7	-1.6	-0.8	i	1.8	0	1.4

Source: PubChem BioAssay (several laboratories)
